MITF inh: inhibitors of human MITF | AlphaScreen MITF homodimerization, bead proximity signal | hit rate 0.91% among 650,000 | O75030 | AID 1259374 | inhibition, % at 2.6 µM; in the data active means inhibition above about 50%;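 further: 0% = vehicle wells with protein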
Target sequence (O75030 whole entry, looked up): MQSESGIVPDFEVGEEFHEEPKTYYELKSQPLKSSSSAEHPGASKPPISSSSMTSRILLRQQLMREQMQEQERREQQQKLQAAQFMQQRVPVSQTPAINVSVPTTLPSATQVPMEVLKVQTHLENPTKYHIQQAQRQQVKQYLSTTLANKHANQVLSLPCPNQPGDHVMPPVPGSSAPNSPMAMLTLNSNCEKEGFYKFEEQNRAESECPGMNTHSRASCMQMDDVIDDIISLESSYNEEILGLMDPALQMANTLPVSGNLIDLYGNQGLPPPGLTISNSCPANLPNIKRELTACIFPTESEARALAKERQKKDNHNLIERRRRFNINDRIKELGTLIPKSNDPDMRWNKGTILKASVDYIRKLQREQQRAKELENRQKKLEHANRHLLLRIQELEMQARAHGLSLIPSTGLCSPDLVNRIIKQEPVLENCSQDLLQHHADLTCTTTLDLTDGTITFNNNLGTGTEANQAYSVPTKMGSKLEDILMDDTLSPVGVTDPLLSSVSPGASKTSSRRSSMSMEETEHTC
TEAD-YAP block: TEAD-YAP interaction inhibition; HEK-TIYL cells, TEAD-Gal4/YAP UAS-luciferase luminescence; AID 1259422; hit rate 1.4% among 640,000; inhibition, % at 9.12 µM; in the data active means inhibition above about 32%;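 further: 0% = median of test compound wells and 100% = reference inhibitor wells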
GPR151 ag: activators of human GPR151 | activation, % at 11.2 µM | Q8TDV0 | hit rate 1% among 650,000 | PathHunter beta-arrestin GPR151 cells, luminescence; in the data active means activation above about 4.9%;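 further: 0% = median of compound wells and 100% = cells with positive control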
Target sequence (Q8TDV0 whole entry, looked up): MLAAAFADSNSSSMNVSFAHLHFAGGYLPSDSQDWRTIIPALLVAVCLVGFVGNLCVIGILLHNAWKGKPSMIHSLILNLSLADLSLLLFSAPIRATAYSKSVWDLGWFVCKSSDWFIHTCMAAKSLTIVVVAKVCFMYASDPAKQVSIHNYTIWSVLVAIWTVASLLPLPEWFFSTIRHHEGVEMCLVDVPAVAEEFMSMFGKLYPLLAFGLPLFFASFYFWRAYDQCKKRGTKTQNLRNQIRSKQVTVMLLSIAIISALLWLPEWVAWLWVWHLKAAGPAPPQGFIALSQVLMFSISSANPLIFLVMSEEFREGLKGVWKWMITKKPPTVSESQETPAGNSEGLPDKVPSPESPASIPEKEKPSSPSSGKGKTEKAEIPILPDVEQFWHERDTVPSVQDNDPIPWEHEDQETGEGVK
FBW7 activator: activators of human E3 ligase FBW7. normalized activity (activation), % at 26.1 µM. hit rate 0.13% among 650,000. Q969H0. AlphaScreen FBW7–phospho-cyclin E peptide binding, activator screen; in the data active means normalized activity above about 1.9%;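 further: purified mutant Fbw7 with reduced substrate affinity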
* hit, by the source's call.

SMILES | MITF inh | TEAD-YAP block | GPR151 ag | FBW7 activator
Cc1nc2sc(C(c3ccc(F)cc3)N3CC(C)OC(C)C3)c(O)n2n1 (stereo not drawn) | -1 | 10 | 0.0 | 0.1
COc1ccccc1N1CCN(/N=C\c2cccnc2)CC1 | 11 | -5 | 1.0 | 0.1
OC1(c2ccccc2)CN(c2ccccc2)C2=[N+]1CCCC2 (stereo not drawn) | 0 | 0 | -0.1 | 0.2
OC(C#CCN1CCCCCC1)(c1ccccc1)c1ccccc1 | 1 | -8 | 0.7 | 0.0
Fc1cccc(F)c1-c1cn[nH]c1C1CCCN(Cc2ccoc2)C1 (stereo not drawn) | -1 | 7 | 0.3 | 0.2
COc1ccc(-n2c(SCC(=O)Nc3ccccc3OC)nc3n[nH]c(C)c3c2=N)cc1 | -1 | -10 | 0.0 | 0.1
O=C(Cn1cnc2c(cnn2-c2ccccc2)c1=O)Nc1ccccc1F | 1 | -2 | -1.0 | -0.1
O=C(Nc1ncc(Cc2cccc(Cl)c2)s1)c1csc2c1CCCC2 | 6 | 5 | -0.1 | -0.1
CCOc1ccc(C(c2c(C)[nH]n(-c3ccccc3)c2=O)c2c(C)[nH]n(-c3ccccc3)c2=O)cc1 | 28 | -3 | 2.0 | -1.1
COc1ccc(C(=O)CSc2nc(C)cc(C)n2)cc1OC | 3 | -11 | -1.2 | -0.1
Cc1cccc(N2CCN(S(=O)(=O)c3ccc4c(c3)oc(=O)n4C)CC2C)c1 (stereo not drawn) | 12 | 7 | -1.6 | 0.1
O=C(NCCCN1CCCC1=O)c1csc(Nc2ccc3ncccc3c2)n1 | 6 | -6 | 1.5 | -0.2
CC1CCCC(C)N1C(=O)CSc1nc2ccccc2n1CC(=O)N1CCCC1 (stereo not drawn) | -5 | 1 | 1.5 | -0.1
CCOc1cc(C2NC(=O)NC(C)=C2C(=O)Nc2ccc(C)cc2C)ccc1O (stereo not drawn) | 16 | -4 | 1.7 | 0.9
CC(C)Oc1cccc(-c2cc(C(=O)NN3CCOCC3)c3ccccc3n2)c1 | 1 | 5 | 0.3 | -0.2
COc1ccc(NC(=O)COC(=O)C2CC(=O)N(c3ccc(F)cc3)C2)cc1 (stereo not drawn) | 13 | 8 | 0.0 | -0.1
CC#CCCCC(=O)Nc1cccc(C(=O)O)c1 | -6 | -14 | 0.9 | -0.1
COc1cccc(-n2c(=S)sc3c(=O)n(-c4ccccc4C)c(SCc4nc5ccccc5[nH]4)nc32)c1 | 0 | -18 | 0.2 | -0.1
O=C1/C(=C/c2cn(-c3ccccc3)nc2-c2cccnc2)N=C2CCCCCN12 | 10 | -7 | 0.2 | 0.3
CN1C(=O)N(CC(=O)Nc2cccc(F)c2)C(=O)C12CCCCC2 | -6 | 0 | 1.4 | -0.2
CCCC1(c2ccccc2)NC(=O)N(CC#N)C1=O (stereo not drawn) | 6 | 3 | 1.5 | -0.1
O=C(CCc1ccccc1)N(c1ccc(F)cc1)C1C=CS(=O)(=O)C1 (stereo not drawn) | 18 | 4 | 1.1 | 0.4
COCCCn1c(SCC(=O)N2CCCCC2C)nnc1-c1cccs1 (stereo not drawn) | 8 | 0 | -0.3 | 0.0
Cc1ccc(-n2nc3c(c2NC(=O)c2ccccc2[N+](=O)[O-])CS(=O)(=O)C3)c(C)c1 | -1 | -1 | -0.2 | 0.0
CC(C)CC(C(=O)Nc1ccc([N+](=O)[O-])cc1)N1C(=O)c2ccccc2C1=O (stereo not drawn) | 11 | 3 | 2.7 | -0.1
Cc1oc2ccc(OCc3ccc(Cl)cc3)cc2c1C(=O)O | 5 | 0 | 0.0 | 0.3
O=C(Cc1ccccc1)Nc1ccc(N2C(=O)C3CC=CCC3C2=O)cc1Cl (stereo not drawn) | 0 | 2 | -0.4 | -0.1
O=C(N/C(=C\c1ccc(O)cc1)C(=O)N1CCCCC1)c1ccccc1 | 8 | -1 | -0.3 | 0.2
O=C(CC1(O)C(=O)Nc2ccc(Cl)cc21)c1ccc([N+](=O)[O-])cc1 (stereo not drawn) | 13 | 3 | -1.7 | 0.0
CCC/C=N/NC(=O)c1ccc(Cl)cc1Cl | 1 | -9 | 0.9 | 0.1
COc1cc2nc(NC3CCN(Cc4ccccc4)CC3)nc(NCCN3CCOCC3)c2cc1OC | -1 | 1 | -0.8 | -0.2
COc1ccc(Oc2ncnc3sccc23)cc1 | 5 | -45 | 0.3 | 0.2
O=C(c1ccco1)N1CCN(C(=O)C2CCCc3c2[nH]c2ccc(Cl)cc32)CC1 (stereo not drawn) | 9 | -1 | 1.3 | 0.1
CCC(Oc1ccccc1)C(=O)Nc1ccsc1C(=O)OC (stereo not drawn) | 7 | 11 | 0.6 | 0.4
CCOCCCNS(=O)(=O)c1ccc(NC(=O)C(C)Oc2ccccc2)cc1 (stereo not drawn) | -6 | -3 | 0.7 | -0.3
COc1ccc(N(CC(=O)Nc2cc(C)cc(C)c2)S(=O)(=O)c2c(C)n[nH]c2C)cc1 | 1 | -4 | -0.3 | 0.0
CC(C)(C=O)C1=CC(=O)c2ccccc2C1=O | 15 | -30 | 0.8 | -0.2
OC(COCc1cccs1)CN1CCN(c2ccccc2Cl)CC1 (stereo not drawn) | 11 | 10 | 0.2 | 0.4
O=C(COC(=O)CNC(=O)c1cccc(F)c1)Nc1ncc(C(F)(F)F)cc1Cl | -8 | -1 | -0.7 | 0.1
COc1ccc(NC(=O)CCC2CCCCC2)c([N+](=O)[O-])c1 | 23 | -57 | 6.5* | -0.4
COc1ccccc1C(=O)n1nc(-c2ccccc2)nc1N | 22 | -3 | 0.1 | 0.3
COc1ccc(/C=C2\C=C(c3ccccc3)N(c3cccc(O)c3)C2=O)cc1Br | 3 | -1 | -0.2 | 0.2
Cc1cc(-c2nnc(NC(=O)Cc3ccccc3)o2)c(C)o1 | 4 | 6 | 1.0 | -0.6
Cc1ccc(-c2csc3ncnc(Oc4ccc(Cc5ccccc5)cc4)c23)cc1C | 8 | 3 | -0.6 | 0.0
C/C(CC(=O)Nc1cccc(C(F)(F)F)c1)=N\NC(=O)c1ccco1 | 3 | -70 | -2.2 | -0.1
C=CC[C@H]1CC(Cc2ccccc2)=C[C@H](CC=C)N1 | -6 | 0 | -1.0 | -0.1
COc1ccccc1N(CC(=O)NC(C(C)C)C(C)C)S(=O)(=O)c1ccccc1 | 2 | -9 | 1.6 | -0.1
COc1ccc(C)cc1N(CC(=O)NC1CC1)S(C)(=O)=O | -5 | -12 | 1.0 | 0.0

Another view of some results above.
The line under a structure holds: MITF inh, TEAD-YAP block, GPR151 ag, FBW7 activator
CC(C)(C=O)C1=CC(=O)c2ccccc2C1=O
    15, -30, 0.8, -0.2
OC(COCc1cccs1)CN1CCN(c2ccccc2Cl)CC1 (stereo not drawn)
    11, 10, 0.2, 0.4
O=C(COC(=O)CNC(=O)c1cccc(F)c1)Nc1ncc(C(F)(F)F)cc1Cl
    -8, -1, -0.7, 0.1
COc1ccc(NC(=O)CCC2CCCCC2)c([N+](=O)[O-])c1
    23, -57, 6.5*, -0.4
COc1ccccc1C(=O)n1nc(-c2ccccc2)nc1N
    22, -3, 0.1, 0.3
COc1ccc(/C=C2\C=C(c3ccccc3)N(c3cccc(O)c3)C2=O)cc1Br
    3, -1, -0.2, 0.2
Cc1cc(-c2nnc(NC(=O)Cc3ccccc3)o2)c(C)o1
    4, 6, 1.0, -0.6
Cc1ccc(-c2csc3ncnc(Oc4ccc(Cc5ccccc5)cc4)c23)cc1C
    8, 3, -0.6, 0.0
C/C(CC(=O)Nc1cccc(C(F)(F)F)c1)=N\NC(=O)c1ccco1
    3, -70, -2.2, -0.1
C=CC[C@H]1CC(Cc2ccccc2)=C[C@H](CC=C)N1
    -6, 0, -1.0, -0.1
COc1ccccc1N(CC(=O)NC(C(C)C)C(C)C)S(=O)(=O)c1ccccc1
    2, -9, 1.6, -0.1
COc1ccc(C)cc1N(CC(=O)NC1CC1)S(C)(=O)=O
    -5, -12, 1.0, 0.0

The list continues.
SMILES | MITF inh | TEAD-YAP block | GPR151 ag | FBW7 activator
COc1ccc(NC2=C(Cl)C(=O)N(c3ccc(C)cc3)C2=O)c(OC)c1 | -14 | 6 | 0.7 | -0.1
O=C(NCC1Cc2cccc(-c3ccncc3)c2O1)c1cccc(Cn2cccn2)c1 (stereo not drawn) | -3 | 2 | 9.0* | -0.1
CC(=O)Nc1ccc2oc(-c3cccc4ccccc34)nc2c1 | 7 | -40 | 0.6 | 0.0
O=S(=O)(c1ccccc1)N1CCN(C(=S)NCc2ccccc2)CC1 | 4 | 2 | 2.2 | 0.0
O=C(Nc1cccc2ccc(-n3cccc3)nc12)c1ccco1 | -4 | -5 | -0.8 | -0.1
CCCNC(=O)C(=O)N/N=C/c1ccc(OC)cc1 | -7 | -2 | 1.5 | 0.3
O=C(NCc1cccnc1)C1CC12CCN(Cc1ccc3c(c1)CCO3)CC2 (stereo not drawn) | -12 | -7 | 1.3 | -0.1
Cc1ccc2c(c1)cc(CN(Cc1ccco1)C(=O)c1cccc(F)c1)c1nnnn12 | -2 | 2 | 0.1 | 0.7
CCN(CC)S(=O)(=O)c1csc(C(=O)Nc2cccc(O)c2)c1 | 7 | 3 | 0.0 | 0.2
O=C(NC(=S)Nc1ccc(Cl)cn1)c1ccccc1 | 1 | -34 | 0.4 | -0.1
CCc1ccccc1NC(=O)CN(C)S(=O)(=O)c1ccc2ccccc2c1 | 0 | 6 | 0.4 | -0.1
O=c1c(-c2ccccc2)coc2cc(O)ccc12 | 11 | -7 | -7.8 | 0.2
O=C(CSc1nc2ccccc2c(=O)n1Cc1ccc2c(c1)OCO2)NCc1ccccc1 | 7 | 3 | 0.4 | 0.2
CCOc1ccc(C2C(C(=O)OC)=CN(Cc3ccc(OC)cc3)C=C2C(=O)OC)cc1 | -8 | 5 | 2.3 | 0.3
CCOCCC(=O)Nc1nnc(C(C)(C)C)s1 | 2 | 7 | 0.3 | 0.1
COc1ccc(/C=C/C(=O)Nc2ccc(S(=O)(=O)N3CCC(C)CC3)cc2)cc1 | -21 | 31 | -0.5 | 0.1
COc1ccc(/C=C/c2nc(-c3ccncc3)no2)cc1OC | -9 | -51 | 1.0 | -0.4
O=C(Cn1c(=O)n(CC2CCCO2)c(=O)c2ccccc21)Nc1ccc(Cl)cc1 (stereo not drawn) | 10 | -4 | -0.5 | 0.1
CCOc1cc(/C=C2/N=C(c3ccco3)OC2=O)cc(Cl)c1OS(C)(=O)=O | 0 | 0 | -0.7 | 0.0
Cn1c(=O)c2c(nc(CN3CCN(c4cccc(Cl)c4)CC3)n2CCCO)n(C)c1=O | 7 | 8 | 0.0 | 0.1
Cc1cccc(Cl)c1OCCCCn1ccnc1 | 1 | 1 | -0.9 | -0.3
N#Cc1ccc(OCC(=O)OCC(=O)NC2CCCC2)cc1 | 5 | 3 | 2.4 | -0.3
CCc1ccc(NS(=O)(=O)CC23CCC(CC2=O)C3(C)C)cc1 (stereo not drawn) | 8 | -2 | 0.8 | 0.2
CC1=CC=CN2C(=O)C(Cc3ccc(F)cc3)(NC(=O)c3ccccc3)N=C12 (stereo not drawn) | -12 | 0 | 0.9 | -0.1
CCc1ccc(-n2c(=S)sc3c(=O)n(-c4ccccc4C)c(SCC(=O)c4ccc(Cl)cc4)nc32)cc1 | 21 | 3 | -0.7 | 0.2
Cc1cc(C)cc(NC(=O)N2CCC3(CC2)OCCO3)c1 | -5 | -22 | -1.2 | 0.1
CCOC(=O)CC1COCCN1C(=O)c1cc(COc2ccc(F)cc2Cl)on1 (stereo not drawn) | -37 | -12 | 0.9 | 0.1
COc1ccc(C)cc1NS(=O)(=O)CCOc1ccccc1 | 18 | -14 | -1.2 | 0.4
CC1(C)CC(=O)C2=C(C1)Nc1ncnn1C2c1ccc(Cl)cc1Cl (stereo not drawn) | -7 | -6 | 0.8 | 0.0
CCOC(=O)C1=C(C)N=c2s/c(=C\c3ccc(Br)cc3)c(=O)n2C1c1ccc(OC)cc1 (stereo not drawn) | -1 | 0 | 0.0 | -0.1
CC(C)N(CCNc1nc(Nc2ccc(-n3ccnc3)cc2)nc2c1ncn2Cc1ccc(C(F)(F)F)cc1)C(C)C | -1 | -14 | 0.6 | -0.2
CCOC(=O)c1c(NC(=O)CSc2nnc(CNC(=O)c3ccc(C)c(C)c3)n2Cc2ccccc2)sc2c1CCC2 | -2 | -3 | -0.4 | 0.0
Cc1cc(-n2c(SCC(=O)NCc3ccco3)nc3n[nH]c(C)c3c2=N)ccc1Cl | 1 | 2 | 4.9 | -0.1
Cc1cc2c(NCc3cccnc3)ncnc2s1 | 7 | 9 | 0.9 | 0.0
Cc1cc(OCC(=O)NNC(=O)c2ccc([N+](=O)[O-])cc2)cc(C)c1Cl | 4 | 10 | 0.6 | -0.2
COc1ccc(CCNc2nc(Nc3cc(OC)c(OC)c(OC)c3)nc3c2ncn3C2CCCCC2)cc1 | 14 | 5 | -0.9 | 0.0
CC1CN(c2c(Cl)cccc2NC(=O)c2ccc(Br)o2)CCN1Cc1nc2ccccc2s1 (stereo not drawn) | 13 | -4 | 0.5 | 0.0
CCc1n[nH]c(=S)n1/N=C/c1c(C)nn(-c2ccccc2)c1Cl | -7 | -11 | -1.6 | 0.0
Cc1[nH]c(=O)[nH]c(=O)c1S(=O)(=O)NCCOC12CC3CC(CC(C3)C1)C2 | -8 | -4 | -0.3 | 0.2
Cc1cc(C)c(C)c(OCC(=O)O/N=C(\N)c2ccc([N+](=O)[O-])cc2)c1 | 5 | -7 | -0.8 | 0.2
C=CCN(CC=C)S(=O)(=O)c1ccc(NC(=S)NC(=O)C(C)(C)C)cc1 | 7 | 0 | 0.0 | -0.1
